Compound activity as filed in PubChem BioAssay.
BCR signal inh: inhibitors of chronic active B-cell receptor signaling; ABC-DLBCL IkBa-CBG/CBR reporter, luminescence ratio, 4 h; Potency, µM (titrated, usually from 46.1 µM), without a hit: at the top dose ratio change, negative = lower green/red ratio, actives largely listed as inhibitors; actives 0.05% (n = 340,000); AID 493014; active = well fitted inhibition curve with a large enough effect in the signal ratio, with a control signal flat, not every such curve was filed as active; inconclusive = small, poorly fitted or top-dose-only effect, or effect the other way, or a change in a side signal; the % refers to the signal ratio;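 also: potency is read from the fitted curve at half-maximal effect; plate controls were basal doxycycline-induced cells for no effect and cells given 10 µM MG132 for full effect; MG132 reads +100%, hits lower the ratio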
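TMD8 ABC-DLBCL cells carrying doxycycline-inducible green luciferase fused to IkappaBalpha plus unfused red luciferase were exposed to compounds (up to 46 uM) for 4 hrs at 37C. Activity came from the overlap-corrected green/red luminescence ratio.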
Giardia killer: Giardia lamblia killing | activity change, % at 7.66 µM, hits read low | actives 0.15% (n = 340,000) | AID 540267 | Giardia lamblia trophozoite viability; in the data active = activity change below about -80%; inconclusive = between about -30% and that limit;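 also: parasites exposed to compound for two days anaerobically before the ATP read; % is scaled to controls: 0 for no effect and ±100 for the full control effect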
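Each well holds 100 Giardia trophozoites and compound. After two days (48 hrs) at 37 deg C in anaerobic conditions, ATP is quantified by luminescence.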
GALK inh: galactokinase (human) inhibition. Purified GALK, Kinase-Glo residual ATP luminescence. P51570. Potency, µM (doses to about 57.5 µM), for the others: top-dose activity change, negative = inhibition, usual class: inhibitors. actives 0.007% (n = 270,000); also: potency is read from the fitted curve at half-maximal effect; % is scaled to controls: 0 for no effect and ±100 for the full control effect
Target sequence (P51570 whole entry, looked up): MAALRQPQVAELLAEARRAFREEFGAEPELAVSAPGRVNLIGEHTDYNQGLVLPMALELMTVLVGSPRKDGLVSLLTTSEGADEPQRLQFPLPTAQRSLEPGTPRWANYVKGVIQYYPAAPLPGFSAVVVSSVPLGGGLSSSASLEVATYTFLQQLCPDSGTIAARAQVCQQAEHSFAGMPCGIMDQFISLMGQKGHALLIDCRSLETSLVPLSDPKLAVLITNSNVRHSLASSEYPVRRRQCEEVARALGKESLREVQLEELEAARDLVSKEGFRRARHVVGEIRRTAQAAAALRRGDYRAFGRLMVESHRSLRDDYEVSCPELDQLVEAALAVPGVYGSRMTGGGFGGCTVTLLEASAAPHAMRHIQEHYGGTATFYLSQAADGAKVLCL
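Quantitative HTS: GALK 5 nM, ATP 35 uM, galactose 100 uM, 1 h room temperature, then luciferase-based ATP detection.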
TSG101-PTAP inh: blocks PTAP/TSG101 interaction to inhibit HIV-1 budding; Fluorescence polarization, FITC-PTAP peptide / Tsg101 binding; AID 493005; 340,000 tested, under 10 active; Potency, µM (doses to about 115 µM), for inactives: at the top dose activity change, negative = inhibition, actives largely listed as inhibitors; Q99816; active = well fitted inhibition curve with a large enough effect in the main read-out, with a control signal flat, not every such curve was filed as active; inconclusive = small, poorly fitted or top-dose-only effect, or effect the other way, or a change in a side signal; inactive = no such curve, though single readings can be large or run the other way; also: potency is read from the fitted curve at half-maximal effect; % of control where 0% means no effect
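Steps: Tsg101 binding domain dispensed (10 uM final), compounds pinned in DMSO, FITC-labeled PTAP-motif peptide added (50 nM final); after 20 min binding at room temperature, polarization measured.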
B2AR arrestin: recruits beta-arrestin to the human beta2-adrenergic receptor; P07550; beta-arrestin recruitment to beta2AR, cell-based reporter; Potency, µM (top dose mostly 46.1 µM), for the others: top-dose activation, hits mostly activators; actives 0.02% (n = 330,000);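 also: potency is read from the fitted curve at half-maximal effect; 0% = DMSO controls and full agonism = EC100 isoproterenol or metaproterenol; nearly all actives have a fitted effect of over 65% in size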
a7 integrin act: integrin-mediated muscular dystrophy alleviation activation. alpha7betagal myoblasts, beta-gal FDG fluorescence, 48 h. Potency, µM (highest dose often 38.3 µM), inactives show at the top dose activation, usual class: activators. actives 0.064% (n = 350,000). AID 624291;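 also: potency is read from the fitted curve at half-maximal effect; 100% = response of the positive control SU9516; nearly all actives have a fitted effect of over 60% in size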
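Alpha7betagal+/- myoblasts (passage 13) were plated 16-24 hr, then exposed to compounds (1:260 dilution of DMSO stock) for 48 hours at 37C. After MPER lysis, β-galactosidase reporter activity was read as FDG fluorescence (ex 480/em 540) after 30 minutes.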
ASM inhibitor: human S-ASM enzyme inhibition; P17405; placental ASM, HMU-PC fluorogenic substrate, 60 min; Potency, µM (titrated, usually from 57.5 µM), for the others: at the top dose activity change, negative = inhibition, usual class: inhibitors; actives 0.006% (n = 340,000); AID 504937; also: potency is read from the fitted curve at half-maximal effect
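Human placenta-derived ASM enzyme was preincubated with compound for 10 minutes at room temperature, then given fluorogenic substrate HMU-PC0 (9 uM final) for 60 minutes at 37 °C; a pH 10 stop preceded fluorescence reading at Ex 386/Em 447 nm.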
Coupling enz: counter-screen for Giardia aldolase inhibitors: coupling enzyme system | actives 0.67% (n = 290,000) | coupling enzyme system counterscreen, AmpLite Red fluorescence | activity change, negative = inhibition, % at 58.2 µM, hits read low; in the data active = activity change below about -30%; also: % is scaled to controls: 0 for no effect and ±100 for the full control effect
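Final compound at 57.5 uM, incubated 10 min at RT with coupling enzyme reagent (glyceraldehyde-3-phosphate), then 20 min with substrate and AmpLite Red detection. Fluorescence read at 525/598 nm; tests interference with the coupling assay, not aldolase inhibition.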
Tb PFK block: T. brucei PFK enzyme inhibition | T. brucei PFK, ADP-Glo luminescence | Potency, µM (highest dose often 57.5 µM), inactives show at the top dose activity, negative = inhibition, hits mostly inhibitors | actives 0.17% (n = 330,000) | AID 485367;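 also: potency is read from the fitted curve at half-maximal effect; 0% = uninhibited 1x PFK enzyme wells and -100% = no-enzyme wells; nearly all actives have a fitted effect of over 60% in size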
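In TEA buffer at pH 8.0 with 5 mM MgCl2, enzyme (1.25 nM) converted F6P (0.5 mM) and ATP (0.1 mM) for 45 min at room temperature. ADP product was read by luciferase luminescence.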
Menin-MLL TR inh: displaces Texas Red mutant MLL peptide from human menin. O00255. Menin + Texas Red MLL mutant peptide, fluorescence polarization. Potency, µM (top dose mostly 61.6 µM), for the others: at the highest dose FP activity change, negative = inhibition, actives largely listed as inhibitors. actives 0.23% (n = 270,000); active = well fitted inhibition curve with a large enough effect in the polarisation, with a control signal flat, not every such curve was filed as active; inconclusive = small, poorly fitted or top-dose-only effect, or effect the other way, or a change in a side signal; inactive = no such curve, though single readings can be large or run the other way; the % refers to the polarisation; also: potency is read from the fitted curve at half-maximal effect; % of control where 0% means no effect; many of its hits are not listed in these tables
Target sequence (O00255 whole entry, looked up): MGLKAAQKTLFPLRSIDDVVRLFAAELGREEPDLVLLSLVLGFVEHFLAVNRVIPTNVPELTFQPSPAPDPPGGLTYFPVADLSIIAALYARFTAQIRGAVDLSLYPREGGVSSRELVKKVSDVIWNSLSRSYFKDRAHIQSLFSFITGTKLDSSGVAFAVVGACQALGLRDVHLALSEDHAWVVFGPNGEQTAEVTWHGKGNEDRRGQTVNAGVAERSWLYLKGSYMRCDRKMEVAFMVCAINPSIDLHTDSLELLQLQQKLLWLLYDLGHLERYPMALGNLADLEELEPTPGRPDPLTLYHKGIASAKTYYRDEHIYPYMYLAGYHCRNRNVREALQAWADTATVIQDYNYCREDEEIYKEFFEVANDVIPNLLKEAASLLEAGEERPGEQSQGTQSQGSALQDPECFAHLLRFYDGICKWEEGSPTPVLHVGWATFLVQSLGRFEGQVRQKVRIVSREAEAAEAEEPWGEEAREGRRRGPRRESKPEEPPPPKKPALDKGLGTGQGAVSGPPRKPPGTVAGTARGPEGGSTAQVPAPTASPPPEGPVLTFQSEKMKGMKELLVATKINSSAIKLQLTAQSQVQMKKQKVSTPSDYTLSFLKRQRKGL
PKM2 act: increases activity of human pyruvate kinase M2; Potency, µM (highest dose often 57.5 µM), for inactives: top-dose activation, hits mostly activators; P14618; actives 0.34% (n = 260,000); purified PKM2, Kinase-Glo ATP luminescence, activation; response scale: 0% is enzyme alone, no compound; also: potency is read from the fitted curve at half-maximal effect; % is scaled to controls: 0 for no effect and ±100 for the full control effect; nearly all actives have a fitted effect of over 55% in size
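Kinase-Glo luminescence reports ATP generated from ADP (0.1 mM) and PEP (0.5 mM) by purified hPK-M2 after 1 h at room temperature, pH 7.2 imidazole buffer; intermediate enzyme activity allows detecting inhibitors and activators.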
Active calls of the source: *; ? = inconclusive; · = no result given; [ ] = remark or other dose. Unless noted, calls follow the shape of the dose curve; as a rule, active = well fitted curve in the direction sought with a large enough effect; inconclusive = small, poorly fitted or top-dose-only effect, or another doubt; inactive = no such curve, though single readings can be large; an effect the other way counts as inactive or inconclusive. Some of the compounds tested; count on the stated rates, not on these rows.

Compound	BCR signal inh	Giardia killer	GALK inh	TSG101-PTAP inh	B2AR arrestin	a7 integrin act	ASM inhibitor	Coupling enz	Tb PFK block	Menin-MLL TR inh	PKM2 act
CC(=O)O[C@H]1CC[C@H]2[C@@H]3CCc4cc(O)ccc4[C@H]3CC[C@]12C	?	-9	4%	1%	-0.3%	·	-7%	3	-2%	-2%	-10%
N#CCCN(C(=O)COC(=O)CNC(=O)c1ccc(-c2ccccc2)cc1)c1ccc(F)cc1	?	-2	·	-10%	-0.9%	-14%	-1%	·	0%	·	·
CN(C)c1ccc(NC(=O)CCn2c(=S)oc3ccccc32)cc1	3%	-4	5%	-1%	0.2%	14%	-1%	-3	1%	-4%	-3%
O=S1(=O)CCC(N=Cc2cc(Br)ccc2O)C1 (stereo unspecified)	-1%	9	0%	-1%	6.3%	11%	4%	0	-14%	2%	-7%
COc1ccc(C(CNc2ccc(C(F)(F)F)cn2)N(C)C)cc1OC (stereo unspecified)	-18%	4	1%	-2%	0.6%	-25%	96%	0	-9%	7%	-4%
CC(=O)Nc1ccc(N(C(=O)Cc2c[nH]c3ccccc23)C(C(=O)NC2CCCCC2)c2ccco2)cc1 (stereo unspecified)	-6%	-7	0%	-2%	-1.0%	-11%	-4%	4	-3%	6%	4%
Cc1cc(-c2nnc3sc(C4CCCCC4)nn23)n[nH]1	10%	22	2%	-4%	0.1%	-7%	9%	0	0%	3%[11.7 µM]	1%
C=CCC1(CC=C)CCCN1C(=O)c1cc(COc2ccc(F)c(F)c2)on1	11%	5	2%	-5%	-0.3%	14%	6%	-4	-10%	-2%	·
O=S(=O)(Nc1ccc(Cc2ccncc2)cc1)c1ccc(Br)cc1	4%	2	0%	-5%	-0.3%	10%	3%	·	-1%	25%	0%
O=c1[nH][nH]c(C(F)(F)F)c1C=Nc1ccccc1Cl	0%	5	1%	1%	-0.2%	-6%	4%	3	1%	3%	-1%
Cc1cc(S(=O)(=O)N2CCN(CC(=O)NC(C)(C#N)C3CC3)CC2)ccc1Br (stereo unspecified)	0%	17	·	-1%	-0.3%	13%	-3%	·	?	·	·
COc1cc2c(cc1OC)CN(S(=O)(=O)c1cccs1)CC2	-9%	2	·	-4%	-1.1%	8%	1%	6	-6%	-3%	?
Cc1cc2cc(C(c3nnnn3Cc3ccco3)N3CCc4ccccc4C3)c(=O)[nH]c2cc1C (stereo unspecified)	2%	-1	-1%	2%	-0.7%	-20%	-8%	-17	1%	-25%	17%
N/N=C(\c1ccccc1)C12CN3CN(CN(C3)C1)C2	-2%	5	1%	-7%	-0.4%	-5%	5%	0	5%	-9%	8%
CCOC(=O)C1(Cc2cccc(OC)c2)CCN(Cc2cccc(OC)c2OC)CC1	?	-23	2%	1%	0.1%	-53%[inhibitor]	-4%	-6	6%	?	-3%
CCCC(=O)Nc1c(C(=O)OCC)oc2ccccc12	1%	25	-1%	-1%	0.0%	5%	6%	3	3%	-9%	6%
CC(=O)Nc1ccccc1NC(=O)C/C(C)=N/NC(=O)c1ccccn1	?	37[activator]	5%	-5%	0.3%	-17%	2%	-4	-4%	-3%	-12%
CCc1c(C(=O)NNC(=S)Nc2ccc(S(=O)(=O)Nc3ncccn3)cc2)csc1C	?	19	-1%	-5%	3.7%	22%	-1%	14	-6%	19%	-8%
CC(C(=O)NCCCc1ccccc1)n1cccc1C(=O)c1ccccc1 (stereo unspecified)	2%	-11	-4%	1%	0.4%	-2%	-2%	·	6%	·	·
CC1Cc2ccccc2N1C(=O)CSc1nn2c(=O)c(C(C)(C)C)nnc2s1 (stereo unspecified)	?	4	2%	-2%	0.1%	-53%[inhibitor]	-6%	-1	-8%	-11%	16%
CCOc1ccc(CCNC(=O)C2CCN(S(=O)(=O)CC)CC2)cc1OCC	-11%	8	-2%	-4%	0.2%	18%	-1%	0	1%	5%	-2%
Oc1c(C(c2ccc(F)cc2)N2CCc3ccccc3C2)sc2ncnn12 (stereo unspecified)	13%	-4	-4%	-6%	0.4%	15%	-3%	0	21%	-1%	0%
Cc1cccc(NC(=O)COc2coc(CN3CCc4ccccc4C3)cc2=O)c1	?	8	·	0%	-1.5%	3%	·	·	-14%	·	·
FC(F)(F)c1nc2ccccc2c2nc3ccccc3n12	?	1	·	1%	-0.9%	3%	1%	1	-3%	0%	5%
Cc1ccc(-n2nc(-c3ccco3)cc2C(=O)O)cc1	11%	-4	4%	-7%	0.1%	-26%	-2%	9	2%	·	-1%
Cc1cc(=O)n2c3ccccc3n(CC(O)CN3CCOCC3)c2c1C#N (stereo unspecified)	0%	-6	-1%	-8%	-0.2%	?	0%	0	2%	-3%	-3%
O=C(C[C@@H]1C/C=C/CC[C@@H](Cc2ccc(F)cc2)C(=O)OC[C@H](Cc2ccccc2)NC1=O)N[C@H](CO)Cc1ccccc1	4%	1	·	-2%	-1.0%	-2%	-3%	·	0%	·	·
Cc1[nH]c2ccccc2c1/C=N/NC(=O)Cc1cccs1	2%	8	·	-3%	-1.5%	2%	-22%	-2	2%	17%	0%
O=C(COc1cc2oc(=O)c3c(c2cc1Cl)CCC3)Nc1cccnc1	2%	-1	-7%	0%	-0.1%	0%	11%	1	0%	-2%	·
O=C(O)c1cc(S(=O)(=O)N2CCCCC2)sc1Cl	-1%	-4	2%	0%	0.4%	1%	1%	1	-10%	-3%	-6%
O=C1/C(=C/c2ccncc2)SC(=S)N1Nc1ccccc1	1%	4	-7%	-6%	-0.2%	-5%	-15%	-5	-18%	·	6%
Cc1cc(C)c(N(C(=O)Cn2nnc3ccccc32)C(C(=O)NC(C)(C)C)c2ccsc2)c(C)c1 (stereo unspecified)	-6%	7	-2%	-7%	-0.2%	-3%	-6%	0	0%	-11%	6%
CC(OC(=O)CN1C(=O)c2ccccc2C1=O)C(=O)NC1CCCCC1 (stereo unspecified)	-2%	38[activator]	16%	1%	-0.5%	13%	-1%	1	1%	-25%	2%
O=C(O)c1ccc2cccnc2c1O	?	1	·	-1%	-0.6%	0%	0%	-17	0%	·	-20%
CC(=O)Nc1ccccc1/C=C/c1ccc2c(C)ccc(O)c2n1	0%	8	·	-1%	-0.8%	-18%	-2%	-3	-2%	6%	-2%
COc1cc2c(cc1OC)C(C)N(CC(=O)Nc1ccc(S(=O)(=O)N3CCCC3)cc1)CC2 (stereo unspecified)	1%	30[activator]	-4%	-3%	0.3%	-10%	10%	·	0%	·	·
CCOC(=O)C1CCN(C(=O)CNC(=O)c2nn(-c3ccc(OC)c(OC)c3)c(=O)c3ccccc23)CC1	-3%	-26	5%	-4%	-0.1%	-9%	-1%	3	1%	-11%	14%
COc1ccc(NC(=O)CCc2nnc3ccc(N4CCC(C)CC4)nn23)cc1	-5%	0	-7%	-8%	-0.8%	-12%	3%	·	4%	·	·
c1ccc(-n2cnnc2SCc2cn3cccnc3n2)cc1	-1%	2	3%	-9%	0.9%	-2%	23%	0	-5%	-3%	-7%
O=C(COc1ccc(S(=O)(=O)N2CCCC2)cc1)N1CCCCC1	-15%	11	4%	-9%	-0.3%	4%	4%	3	4%	-14%	-1%
O=S(=O)(c1cccs1)N1CCC(CO)(Cc2ccc(Cl)cc2)CC1	?	7	11%	-4%	-0.5%	15%	-5%	5	-2%	21%	6%
CC(C)NC(=O)Cn1c(SCC(=O)c2ccc(F)cc2)nc2ccccc21	2%	-6	2%	-7%	-0.4%	-1%	-1%	-1	-3%	4%	-10%
COc1ccc(-c2csc(NC(=S)NC(=O)c3cc4ccccc4o3)n2)cc1Br	?	-7	-8%	1%	0.2%	-17%	1%	0	0%	?	·
